Screens deposited in PubChem BioAssay by National Center for Advancing Translational Sciences (NCATS).
Anesthetic bind – binds horse apoferritin like a general anesthetic | Potency, µM (titrated, usually from 77.5 µM), for inactives: top-dose activity change, negative = displacement, hits mostly inhibitors | hit rate 0.074% among 350,000 | AID 485281 | apoferritin/1-aminoanthracene competitive binding, fluorescence | P02791; also: potency is read from the fitted curve at half-maximal effect; % is scaled to controls: 0 for no effect and ±100 for the full control effect; nearly all actives have a fitted effect of over 20% in size
Target sequence (P02791 2-175 limits assumed): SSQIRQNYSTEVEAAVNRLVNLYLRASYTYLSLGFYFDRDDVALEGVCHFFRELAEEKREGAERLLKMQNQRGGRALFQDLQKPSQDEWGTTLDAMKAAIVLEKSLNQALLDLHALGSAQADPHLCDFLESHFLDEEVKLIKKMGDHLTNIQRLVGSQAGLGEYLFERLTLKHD
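Read-out: endpoint 1-AMA fluorescence, excitation 380 nm and emission 535 nm, after compounds sit 10 min at room temperature with 10 uM horse-spleen apoferritin in 50% saturated 1-AMA/PBS. Values come from four-parameter Hill fits.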
TRHR agonist – activates the human TRH receptor | TRHR cells, calcium flux fluo-8, FDSS agonist mode | activation, % at 2 µM | hit rate 0.18% among 360,000 | AID 493084; in the data active = activation above about 30%; also: 0% is about no effect
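Steps: seed TRHR cells overnight; add fluo-8 no-wash Ca dye, RT 30 min–1.5 h; record 10 s baseline; pin-transfer compounds; monitor fluorescence 1 cycle/s for the agonist window. Calcium increases flag candidate agonists.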
RXFP1 agonist – activates the human relaxin receptor RXFP1. hit rate 0.3% among 370,000. HEK293T-RXFP1 cAMP TR-FRET, 30 min; response scale: percent of porcine relaxin response, buffer zero. Potency, µM (doses to about 57.5 µM), without a hit: at the top dose activation, most hits filed as activators. AID 2676. Q9HBX9; also: potency is read from the fitted curve at half-maximal effect; % is scaled to controls: 0 for no effect and ±100 for the full control effect; nearly all actives have a fitted effect of over 60% in size; many of its hits are not listed in these tables
Target sequence (Q9HBX9 whole entry, looked up): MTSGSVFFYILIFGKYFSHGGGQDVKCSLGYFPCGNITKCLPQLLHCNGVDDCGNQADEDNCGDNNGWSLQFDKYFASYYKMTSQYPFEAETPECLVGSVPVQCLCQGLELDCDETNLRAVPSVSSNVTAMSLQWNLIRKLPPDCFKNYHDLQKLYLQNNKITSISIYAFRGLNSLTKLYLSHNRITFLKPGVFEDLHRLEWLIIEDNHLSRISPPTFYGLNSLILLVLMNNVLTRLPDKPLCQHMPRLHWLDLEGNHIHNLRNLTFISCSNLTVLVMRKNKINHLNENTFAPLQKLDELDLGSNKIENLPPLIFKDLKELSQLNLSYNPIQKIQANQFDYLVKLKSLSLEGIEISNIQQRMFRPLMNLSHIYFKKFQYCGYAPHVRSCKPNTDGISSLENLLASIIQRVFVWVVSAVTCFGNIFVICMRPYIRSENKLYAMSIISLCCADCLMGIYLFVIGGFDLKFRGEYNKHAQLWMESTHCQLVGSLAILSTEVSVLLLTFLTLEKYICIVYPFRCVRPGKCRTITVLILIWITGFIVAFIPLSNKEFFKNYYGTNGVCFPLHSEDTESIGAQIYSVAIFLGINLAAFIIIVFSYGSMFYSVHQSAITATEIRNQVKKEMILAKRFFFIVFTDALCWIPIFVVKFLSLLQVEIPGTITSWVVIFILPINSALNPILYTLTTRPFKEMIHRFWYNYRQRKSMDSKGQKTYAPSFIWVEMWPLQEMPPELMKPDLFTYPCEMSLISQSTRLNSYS
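HEK293T cells stably expressing RXFP1 were pretreated with the PDE4 inhibitor Ro 20174, exposed to compounds for 30 min at 37C, lysed, and cAMP was read by TR-FRET. Data normalized to buffer (basal) and 29 nM porcine relaxin (100%).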
TRHR enhancer – allosterically enhances the human TRH receptor | P34981 | TRHR cells, fluo-8 calcium fluorescence, EC20 TRH enhancement | enhancement, % at 2 µM | hit rate 0.66% among 360,000; in the data active = enhancement above about 30%; also: 0% is about no effect
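TRHR-expressing cells loaded with fluo-8 calcium dye were read kinetically (ex 480/em 530) during compound addition, then stimulated with an EC20 of TRH (10 nM final). Enhancement of the Gq-mediated intracellular calcium response was scored.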
RXFP1 antag – blocks the human relaxin receptor RXFP1. HEK293-RXFP1, relaxin-stimulated cAMP HTRF, 30 min; hits give low values. AID 1259400. hit rate 0.59% among 350,000. Q9HBX9. activity change, negative = inhibition, % at 57.5 µM;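 active = activity change of -60% or lower, but not beyond a set lower limit; inconclusive = change between -60% and -40%, or beyond the set limit; inactive = change above -40%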; also: % is scaled to controls: 0 for no effect and ±100 for the full control effect
D1 antagonist – blocks dopamine activation of the human D1 receptor; activity change, negative = inhibition, % at 10 µM; HEK293 TREx D1 cells, calcium flux, dopamine EC80; hits give low values; hit rate 3.2% among 360,000; in the data active = activity change below about -30%; also: % is scaled to controls: 0 for no effect and ±100 for the full control effect
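Cells carrying a force-coupled, tetracycline-inducible human D1 receptor report calcium flux. Each well gets a 10 s baseline, compound with 180 s monitoring, then an EC80 dopamine stimulus with a second 180 s kinetic read.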
D1 PAM – human D1 dopamine receptor positive modulation | hit rate 0.036% among 360,000 | potentiation, % at 10 µM | P21728 | HEK293 TREx D1 cells, calcium flux, dopamine EC20 potentiation; in the data active = potentiation above about 30%; also: 0% is about no effect
D2 potentiator – D2 dopamine receptor (human) potentiation; P14416; HEK293 T-REx D2, calcium flux, EC20 dopamine potentiation; potentiation, % at 10 µM; hit rate 0.34% among 340,000;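 active = potentiation over 3 SD above the plate norm, cut at about 30% in these data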; also: 0% is about no effect
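Tetracycline-induced Hek293 Trex D2 cells, force-coupled to calcium, loaded with no-wash calcium dye. Compound added with 180 s kinetic read for agonism, then EC20 dopamine and a further 180 s read for potentiation.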
D1 ag – human D1 receptor agonism | activation, % at 2 µM | hit rate 1% among 360,000 | P21728 | HEK293 T-REx D1 cells, calcium flux, agonist mode; in the data active = activation above about 30%; also: 0% is about no effect
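Agonism was scored from calcium flux recorded over 180 s (1 read/s) after pintool compound addition, following a 10-cycle baseline. Cells were inducible force-coupled HEK293 TREx D1, plated overnight at 30 C and loaded with no-wash calcium dye.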
* marks the source's active call; other numbers are inactive results; ? = inconclusive; . = not tested or not shown; & = joins results of further samples; [ ] = remark or other dose. Unless noted, calls follow the shape of the dose curve; as a rule, active = well fitted curve in the direction sought with a large enough effect; inconclusive = small, poorly fitted or top-dose-only effect, or another doubt; inactive = no such curve, though single readings can be large; an effect the other way counts as inactive or inconclusive. Not all compounds are listed; count on the stated rates, not on these rows.

No. | structure | Anesthetic bind | TRHR agonist | RXFP1 agonist | TRHR enhancer | RXFP1 antag | D1 antagonist | D1 PAM | D2 potentiator | D1 ag
1 | COc1ccc(CCNc2oc(/C=C/c3cc(OC)c(OC)c(OC)c3)nc2C#N)cc1OC | 572%[activator] | -2.0 | 22% | -2 | 15 | -17 | 0 | -3 | 0
2 | Cc1ccc([N+](=O)[O-])c(C(=O)N/N=C/c2cccs2)c1 | -13% | -0.1 | 1.8% | -1 | 4 | 1 | 0 | -12 | 0
3 | CCN(CC)S(=O)(=O)c1cccc(NC(=O)COC(=O)c2cc(C)oc2C)c1 | -21% | -0.9 | -3.6% | -1 | 4 | -22 | -3 | -12 | 5
4 | Cc1ccc(/C=C/C(=O)Nc2cc(S(N)(=O)=O)ccc2O)cc1 | -10% | -0.4 | 3.5% | 3 | 0 | -11 | -1 | -2 | 3
5 | Fc1ccc(CSc2nncn2NCc2ccc3c(c2)OCO3)cc1 | ? | 0.0 | -0.2% | -2 | -10 | -14 | -1 | -7 | 1
6 | CCN(CC)CCCOC(=O)C1(c2ccccc2)CCCC1 | 3% | -0.1 | -2.0% | 0 | -3 | . | -4 | 13 | 18
7 | Cc1cc(C)cc(NS(=O)(=O)c2ccc(-c3cc(C)no3)cc2)c1 | ? | 0.4 | 1.7% | 0 | 9 | -6 | 2 | . | 4
8 | Cc1cc(NC(=O)c2ccc(Cl)cc2Cl)no1 | -21% | 1.2 | 0.3% | 17 | 2 | 1 | -3 | 9 | 2
9 | C/C=C\C=C\C(=O)Nc1cccc(C2=NOC3(C2)C[C@H](C(N)=O)N(C(=O)c2ccccc2C(=O)c2ccccc2)C3)c1 (stereo partly specified) | -19% | 0.0 | -3.6% | 3 | . | 11 | 10 | -11 | -2
10 | Cc1csc2nc(NC(=O)c3ccccc3)sc(=O)c12 | 2% | -0.5 | 2.6% | 0 | -10 | -17 | -2 | -1 | 4
11 | Cc1ncsc1CCOC(=O)C1C2CC3CC(C2)CC1C3 (stereo unspecified) | ? | 0.5 | -0.2% | 2 | -7 | -12 | -6 | 2 | 6
12 | NC(=O)c1ccccc1Br | 4%&3% | -0.1 | 5.1% | -5 | . | 2 | -1 | 0 | 1
13 | Cn1ccsc1=NC(=O)c1ccccc1OC(F)F | -19% | 2.9 | -1.5% | -7 | 0 | -36* | -8 | -2 | 0
14 | CCOC(=O)C1(CCc2ccccc2)CCN(C(=O)C(C)n2cncn2)CC1 (stereo unspecified) | -9% | 0.8 | 0.5% | 2 | 1 | 21 | -2 | 8 | 0
15 | CC1(C)CC(NC(=O)C23CCC(C)(C2Br)C3(C)C)CC(C)(C)N1 (stereo unspecified) | -2% | -1.3 | 1.7% | 1 | -2 | -1 | -2 | 10 | 7
16 | CCS(=O)(=O)N1CCN(S(=O)(=O)c2ccccc2)CC1 | -8% | 0.1 | -1.3% | 0 | 4 | -7 | -4 | -5 | -1
17 | Cc1cc(S(=O)(=O)N2CCCCC2)ccc1OCC(=O)Nc1ccccc1 | -12% | 1.2 | 0.1% | 2 | -30 | -14 | -2 | 2 | 10
18 | Cc1ccc(S(=O)(=O)N(C)c2c(C)ccc(S(N)(=O)=O)c2C)cc1 | -10% | -1.2 | -1.3% | -2 | -13 | -2 | 0 | 11 | 3
19 | COc1ccc(CNc2ncccn2)cc1OC | -3% | 0.5 | 0.5% | -1 | -8 | . | -4 | 4 | 0
20 | Cn1/c(=N\NC(=O)C2CCCCC2)sc2ccccc21 | -17% | 0.1 | 1.6% | 7 | 1 | -6 | -2 | 7 | 3
21 | Cc1ccc(C)c(NC(=O)C2CCN(S(=O)(=O)c3c(C)noc3/C=C/c3cccs3)CC2)c1 | -1% | 1.6 | 0.3% | -8 | 17 | -1 | 4 | -11 | 3
22 | O=C(NCC1CCCO1)c1nn2c(C(F)(F)F)cc(-c3cc(Br)cs3)nc2c1Br (stereo unspecified) | 5% | 0.1 | 8.8% | 7 | -3 | -20 | -6 | 4 | 0
23 | O=C(c1ccc(CS(=O)Cc2ccc(Cl)cc2)o1)N1CCN(c2ccccc2)CC1 (stereo unspecified) | -9% | -0.8 | 1.4% | 3 | -23 | -21 | -10 | 15 | 5
24 | Cc1nc(SCCOc2ccccc2F)[nH]c(=O)c1Cc1ccccc1 | -4%&2% | -0.3&-0.1 | -0.9%&0.9% | 0&-1 | -29&-6 | -9&-11 | -7&-1 | -5&-2 | 1&3
25 | CCN(C(=O)COC(=O)c1ccc(O)cc1O)c1c(N)n(Cc2ccccc2)c(=O)[nH]c1=O | . | 1.8 | -0.3% | -5 | -6 | 7 | 12 | -1 | 3
26 | COc1ccccc1NC(=O)c1cc2c([nH]c1=O)CC(C)(C)CC2=O | 1% | 1.5 | ? | -6 | -13 | -1 | 0 | . | 0
27 | Cc1nn(CCOc2ccccc2)c(=O)n1-c1c(F)cccc1F | 2% | 0.1 | -0.2% | 1 | 0 | -7 | -5 | 8 | 1
28 | CCOC(=O)/C=C1\NC(=O)C(C)S1 (stereo unspecified) | -3% | 0.1 | 1.9% | 0 | 11 | -13 | -3 | -4 | 0
29 | Brc1cc2c(cc1COc1ccc(-c3nn[nH]n3)cc1)OCO2 | 3% | -0.1 | -0.3% | 2 | -3 | -3 | 9 | 14 | 0
30 | O=C(O)c1ccc(/C=C2\SC(=Nc3ccccc3)N(c3ccccc3)C2=O)cc1 | 0% | 0.5 | 2.9% | 5 | -26 | 36 | -7 | 15 | 2
31 | Cc1ccc2c(c1)C1CN(C)CCC1N2C(=O)c1ccccc1NS(=O)(=O)c1ccc(F)cc1 (stereo unspecified) | 9% | 0.7 | -0.3% | -3 | 3 | 14 | -7 | 1 | 4
32 | CC(=O)Nc1cccc(OCC(=O)NS(=O)(=O)c2ccc(C)cc2)c1 | 0% | 0.4 | -1.0% | 0 | 5 | -4 | -1 | -5 | 2
33 | COc1ccc(N(C(=O)c2csnn2)C(C(=O)NC2CCCC2)c2cccs2)cc1 (stereo unspecified) | -12% | 0.0 | 3.7% | 5 | -8 | -11 | -5 | 0 | 0
34 | Cc1nn(C)c(C)c1S(=O)(=O)N1CCCC(C(=O)NC2CCCCCC2)C1 (stereo unspecified) | -5% | 0.1 | 5.7% | -1 | . | -9 | -1 | 1 | 1
35 | O=C(c1ccccc1)C(C(=O)N1CCCCC1)n1ccccc1=O (stereo unspecified) | -7% | -0.1 | -1.5% | 3 | 2 | 21 | 1 | 7 | 2
36 | O=C(NCc1ccc(F)cc1)c1cc(S(=O)(=O)N2CCCCC2)ccc1Cl | . | 0.1 | 0.2% | 2 | -4 | -22 | -3 | -9 | 2
37 | C=CCNC(=S)Nc1ccccc1 | 9% | -1.1 | -0.7% | 10 | 2 | -1 | -6 | 7 | 5
38 | COc1cc2c(cc1OC)CN(CC(=O)Nc1ccccc1C(=O)NCc1ccccc1)CC2 | 8% | -0.7 | 2.2% | -5 | -15 | -2 | . | . | 9
39 | Cc1cc(C)c(NC(=O)C2CSCCS2)c(C)c1 (stereo unspecified) | -5% | 0.1 | 1.2% | -3 | -13 | -28 | -5 | 9 | -2
40 | CCOC(=O)c1ccc(S(=O)(=O)N2CCN(c3ccccn3)CC2)cc1 | 2% | -0.1 | -1.0% | 4 | -2 | -12 | -5 | 7 | 8

Nos. 39 to 40 from above:
No. | structure | Anesthetic bind | TRHR agonist | RXFP1 agonist | TRHR enhancer | RXFP1 antag | D1 antagonist | D1 PAM | D2 potentiator | D1 ag
39 | Cc1cc(C)c(NC(=O)C2CSCCS2)c(C)c1 (stereo unspecified) | -5% | 0.1 | 1.2% | -3 | -13 | -28 | -5 | 9 | -2
40 | CCOC(=O)c1ccc(S(=O)(=O)N2CCN(c3ccccn3)CC2)cc1 | 2% | -0.1 | -1.0% | 4 | -2 | -12 | -5 | 7 | 8

The listing continues:
No. | structure | Anesthetic bind | TRHR agonist | RXFP1 agonist | TRHR enhancer | RXFP1 antag | D1 antagonist | D1 PAM | D2 potentiator | D1 ag
41 | O=S(=O)(Nc1ccncc1)c1ccc(Cl)cc1 | -1% | 1.3 | 2.4% | 5 | 3 | -26 | -4 | -6 | 4
42 | O=C(NCCc1ccccc1)c1ccc2[nH]c(=O)c(=O)[nH]c2c1 | -15% | 0.4 | 7.3% | 4 | 4 | -1 | -2 | 6 | 2
43 | O=C(c1ccc(Cl)cc1)N1CCCCC1CCN1CCOCC1 (stereo unspecified) | -3% | 0.5 | 0.3% | -1 | -8 | -5 | 5 | 10 | -1
44 | CCS(=O)CC(=O)Nc1c(-c2ccccc2)oc2ccccc2c1=O (stereo unspecified) | 4% | 0.1 | 0.5% | -4 | -4 | 3 | 4 | -9 | 0
45 | Cn1/c(=N/N=C/c2ccc(N3CCOCC3)cc2)sc2ccccc21 | -18% | 1.3 | -0.5% | -2 | -16 | 6 | -4 | -3 | -4
46 | CC(=O)[C@@H]1[C@@H]2C(=O)N(Cc3ccccc3)C(=O)[C@@H]2C2c3ccccc3C=CN21 (stereo partly specified) | -14% | 1.4 | 0.5% | 1 | 12 | -4 | -1 | 19 | 5
47 | COc1cccc(NC(=O)c2cnc(SC)nc2)c1 | -6% | 0.5 | 4.1% | -1 | -4 | -1 | -3 | 6 | 2
48 | O=C(CCC(=O)N1CCOCC1)Nc1nnc(C2CCCCC2)s1 | -10% | -0.6 | 3.1% | 4 | 8 | 10 | 1 | 8 | 3
49 | Cc1ccc(S(=O)(=O)NCCN=C(CN2CCCC2)NS(=O)(=O)c2ccc(C)cc2)cc1 | -5% | -1.2 | 0.6% | 0 | 16 | -16 | -6 | 3 | 2
50 | O=C(Nc1ccc(C2CC2(Cl)Cl)cc1)c1cccc([N+](=O)[O-])c1 (stereo unspecified) | ? | 0.4 | -0.2% | -1 | -17 | -28 | -14 | -4 | 7
51 | COc1ccc(NC(=S)N2CCCN(Cc3cccc(Cl)c3)C2)cc1 | -6% | -0.1 | 3.7% | 14 | 7 | 6 | 23 | -8 | 7
52 | CNC(=O)c1[nH]nc2c1CCc1cc(OC)ccc1-2 | -3% | -0.2 | 3.4% | -2 | 5 | -2 | -3 | 4 | 1
53 | CC1(C)Oc2ccc3ccc(=O)oc3c2[C@@H](O)[C@@H]1O | . | -0.3 | -0.7% | -1 | . | -4 | 1 | 6 | 7
54 | CCOC(=O)c1sc(=NC(=O)/C=C/c2ccccc2)n(C)c1C | -6% | 0.1 | 1.1% | 2 | 2 | 2 | 5 | 3 | 2
55 | O=C(OCc1nnc(-c2ccccc2)o1)C1CC(=O)N(CCc2ccccc2)C1 (stereo unspecified) | . | -0.1 | -0.2% | -5 | 0 | -3 | . | -15 | 8
